# KOR beta-arrestin-1 = kappa opioid receptor blockers – cell-based, luminescence, uHTS (AID 1778) | actives 0.091% (n = 290,000) | one-dose inhibition, % at 10 µM; IC50 in µM for titrated hits | KOR beta-arrestin recruitment, luminescence, antagonist mode; higher % means a stronger effect; in the data active = inhibition above about 50%; note: strong numbers were not always called active
# K1F lysis inhibition = protection from phage-mediated lysis, alamar blue read-out – E. coli UTI89, K1F phage, bacterial capsule biogenesis inhibitors (AID 488966). actives 0.02% (n = 340,000). E. coli UTI89 K1F phage lysis, alamar blue, 2 h; higher % means a stronger effect. one-dose inhibition, % at 100 µM; IC50 in µM for titrated hits;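 active = phage lysis inhibition, versus mean bacterial control, above a set limit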;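 note: capsule biogenesis inhibitors block K1F phage lysis so surviving cells raise fluorescence; higher fluorescence means more inhibition of phage lysis; actives were called in the ten point dose series up to 300 µM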
# NOD1 inhibition = NOD1 signaling inhibitors, primary screen, cell-based, luminescence, uHTS (AID 1578); NOD1-driven NF-kB luciferase reporter cells, luminescence; higher % means a stronger effect; inhibition, % at 4 µM; hits with a dose series show EC50 in µM; actives 1% (n = 290,000); in the data active = inhibition mostly above about 36%, no sharp cut-off; inactive = mostly below about 34%;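 note: HEK-293T reporter cells stimulated with the NOD1 agonist gamma-tri-DAP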
# GPR55 activation = selective activators of receptor GPR55 – imaging, U2OS cells, beta-arrestin-GFP redistribution, primary screen (AID 1961); U2OS GPR55 beta-arrestin-GFP redistribution imaging; higher % means a stronger effect; activation, % at 10 µM, or EC50 in µM where a hit was titrated; actives 0.048% (n = 290,000);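 active = activation above 40% with more than 50 cells counted in the well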;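 note: U2OS osteosarcoma cells stably expressing GPR55 and beta-arrestin-GFP; plate controls were DMSO negative control for no effect and LPI positive control for full effect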
# KOR beta-arrestin-2 = KOR agonists, beta-arrestin recruitment, primary screen, cell-based, luminescence, uHTS (AID 1777) | activation, % at 10 µM, or EC50 in µM where a hit was titrated | actives 0.02% (n = 280,000) | KOR beta-arrestin recruitment, luminescence; higher % means a stronger effect; in the data active = activation above about 50%, passing the limit was not always enough; note: a part of the inactive calls stands beside numbers as strong as those of hits
# NTR1 ag = agonists of NTR1, primary screen, imaging, U2OS cells, beta-arrestin-GFP, high content (AID 493036). P30989. NTR1-U2OS beta-arrestin-GFP spot imaging, agonist mode. activation, % at 20 µM. actives 0.17% (n = 330,000);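 active = activation at or above 40% of the spot to cytoplasm intensity ratio, with at least 20 cells analyzed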;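 note: 0% = DMSO without peptide and 100% = 100 nM NTR1 peptide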
# Target sequence (P30989 whole entry, looked up): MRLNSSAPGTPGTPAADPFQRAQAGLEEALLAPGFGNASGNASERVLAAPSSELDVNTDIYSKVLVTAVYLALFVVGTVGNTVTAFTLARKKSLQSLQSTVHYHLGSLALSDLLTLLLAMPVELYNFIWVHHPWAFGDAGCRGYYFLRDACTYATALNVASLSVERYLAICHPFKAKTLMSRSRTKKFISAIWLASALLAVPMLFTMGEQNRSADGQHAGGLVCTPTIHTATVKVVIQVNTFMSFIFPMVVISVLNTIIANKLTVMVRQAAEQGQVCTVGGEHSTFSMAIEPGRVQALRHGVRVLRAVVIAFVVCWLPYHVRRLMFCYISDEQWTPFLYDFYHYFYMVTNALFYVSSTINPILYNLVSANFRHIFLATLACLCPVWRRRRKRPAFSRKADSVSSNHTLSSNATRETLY
# GPR55 LPI antagonism = inhibition of LPI-stimulated GPR55 beta-arrestin translocation – imaging, U2OS, beta-arrestin-GFP, LPI agonist, primary screen (AID 2013); inhibition, % at 10 µM; hits with a dose series show IC50 in µM; U2OS GPR55 beta-arrestin-GFP translocation imaging, LPI antagonism; higher % means a stronger effect; actives 0.13% (n = 290,000);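 active = spots per cell inhibited over 60%, with over 100 cells counted and total cytoplasm intensity under 500,000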;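 note: U2OS cells stably carrying GPR55 and arrestin-GFP stimulated by 5 µM LPI near EC80; imaged beta-arrestin-GFP aggregate spots per cell after agonist stimulation; plate controls were LPI-stimulated DMSO wells for no effect and DMSO wells without LPI for full effect; some results filed as inactive read as strong as hits; confirmed hits need IC50 under 10 µM and bright autofluorescent wells are also inconclusive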
# Rac1 GTP hydrolysis = MgcRacGAP GTPase-activating activity inhibitors, confirmation, biochemical, ADP Hunter fluorescence | AID 624330 | MgcRacGAP-stimulated Rac1 GTP hydrolysis, ADP Hunter fluorescence; higher % means a stronger effect; GST-tagged Rac1 F28L mutant substrate | inhibition, % at 30 µM; hits with a dose series show IC50 in µM | actives 0.6% (n = 340,000);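 active = first-screen hits whose inhibition reached a set limit at any dose in the follow-up dose series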;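 note: fluorescence reports GDP produced by GAP-driven GTP hydrolysis; strong numbers were not always called active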
# GPR35 antagonists = GPR35 antagonists blocking zaprinast-driven arrestin recruitment, primary screen, imaging, U2OS, beta-arrestin-GFP, zaprinast agonist (AID 2058); actives 0.052% (n = 290,000); U2OS GPR35 beta-arrestin-GFP translocation imaging, zaprinast antagonism; higher % means a stronger effect; inhibition, % at 10 µM; hits with a dose series show IC50 in µM;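 active = inhibition of at least 50% with at least 30 cells and total cytoplasm GFP at most 10,000,000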
# NTR1 ag cell count 20 µM = second read-out of NTR1 ag, no call of its own (marks repeat the call); cell count; measured here: cell count, cytotoxicity flag
# Active calls of the source: *; · = not tested or not shown; [ ] = dose if it differs, or a comment. Not all compounds are listed. The share of hits here may be higher or lower than overall.
# Value order – NOD1 inhibition	Rac1 GTP hydrolysis	KOR beta-arrestin-1	GPR55 activation	GPR35 antagonists	NTR1 ag	K1F lysis inhibition	KOR beta-arrestin-2	GPR55 LPI antagonism	NTR1 ag cell count 20 µM
> O=C(COC(=O)CCCNC(=O)c1ccc(Cl)cc1)Nc1ccc(Br)cc1
 : -42%	8%	2%	-0.3%	-5%	1.4	1.3%[50 µM]	4.2%	7%	57
> CN1CCN(S(=O)(=O)c2ccc3[nH]c(=O)oc3c2)CC1
 : 0%	6%	14%	-0.1%	-12%	-0.9	2.2%[50 µM]	-2.9%	-8%	70
> NC(=O)c1oc2ccc(Cl)cc2c1N
 : 18%	9%	-6%	-0.2%	-2%	-2.0	-1.7%	-0.4%	-10%	83
> CN(C)S(=O)(=O)c1cc(NC(=O)COC(=O)Cc2ccc(Cl)cc2Cl)ccc1Cl
 : -22%	3%	-35%	0.0%	-9%	-1.5	-3.8%	0.1%	14%	55
> O=C1NN(c2ccccc2)C(=O)/C1=C\c1coc2ccc(O)cc2c1=O
 : 0%	24%	34%	0.3%	-4%	0.5	0.7%	2.8%	5%	66
> Cc1ccc(C(=O)OC(C)C(=O)c2cc(C)c(C)cc2C)o1 (stereo not drawn)
 : -31%	10%	-25%	-0.2%	2%	1.0	0.5%[50 µM]	1.3%	10%	62
> O=C(COc1c(F)c(F)cc(F)c1F)NC(=O)NC1CCCC1
 : -17%	8%	25%	-0.3%	-2%	0.2	0.8%	6.2%	-5%	87
> NC(=O)C1CCN(C(=O)CC2(CC(=O)O)CCCCC2)CC1
 : -23%	-1%	-1%	0.6%	11%	-0.7	-1.9%	-2.8%	-3%	36
> O=S(=O)(NC1CC(NS(=O)(=O)OCC(Cl)(Cl)Cl)C2CCCCC12)OCC(Cl)(Cl)Cl (stereo not drawn)
 : -9%	8%	-68%[20 µM]	1.7%	20%	10	-1.7%	1.3%	-25%	86
> O=C(NC1CCC(CC2CCC(NC(=O)C(Cl)Cl)CC2)CC1)C(Cl)Cl (stereo not drawn)
 : -17%	8%	-15%[20 µM]	1.8%	-2%	2.2	0.5%	-9.3%	-1%	54
> O=C(NC1CCN(S(=O)(=O)c2cccc([N+](=O)[O-])c2)CC1)C1CCCCC1
 : -31%	8%	2%	-0.2%	6%	-1.6	0.1%	4.0%	-2%	59
> N#CC12C(N)=NC3(OCCO3)C1(C#N)C1=C(CCC1)NC2c1ccccc1 (stereo not drawn)
 : 4%	6%	21%	-0.2%	-26%	-0.5	0.2%	34%	-10%	36
> CCOc1ccc2[nH]c(=O)c(CN(CC3COCCO3)C(=O)C3CC3)cc2c1 (stereo not drawn)
 : -33%	14%	-11%	0.1%	8%	0.8	1.7%	-5.5%	12%	73
> CCNc1nc(NCC)nc(OCC(=O)O)n1
 : -1%	10%	-7%	-0.1%	-21%	-0.6	0.0%	1.6%	-3%	64
> O=C(/C=C/c1ccc(F)cc1)N1CCN(c2ccccn2)CC1
 : -4%	7%	9%	-0.2%	1%	0.6	0.1%	-3.8%	4%	86
> Cc1cc(C)cc(OCc2ccc(C(=O)NN)o2)c1
 : -12%	6%	9%	0.6%	-13%	0.0	0.9%	2.3%	1%	43
> CC(C)C(=O)N1CCN(c2ccc([N+](=O)[O-])cc2Cl)CC1
 : -7%	6%	-46%	-0.4%	-1%	2.5	1.5%[50 µM]	0.0%	-24%	43
> Cc1cccc(-n2ncc3c(NC4CCCCC4)ncnc32)c1
 : -13%	8%	19%	0.0%	3%	4.2	-0.1%	2.8%	0%	88
> COc1ccc(C(=O)NCCNc2nc3ccc(C)cc3cc2C#N)cc1
 : -3%	2%	-10%[20 µM]	-0.3%	-1%	3.4	-0.2%	-0.3%	7%	73
> COc1ccc(N2CCN(c3nc(NC(C)(C)C)nc(N4CCCCC4)n3)CC2)cc1
 : -6%	4%	-22%	-0.1%	-11%	1.2	0.5%	-6.0%	10%	45
> O=C(Nc1cccc(F)c1)N1CCC(c2ccccc2)CC1
 : -2%	7%	0%	-0.3%	-11%	-0.1	0.2%	-3.8%	14%	59
> Cc1ccc(N2C(=O)C3CC(c4ccccc4)=C4C5C=CC(C6C(=O)N(c7ccc(C)cc7C)C(=O)C56)C4C3C2=O)c(C)c1 (stereo not drawn)
 : -3%	0%	-18%	0.3%	4%	2.5	2.1%	0.9%	4%	85
> COc1ccc(C(=O)Nn2c(SCC(=O)NCc3ccccc3)nc3ccccc3c2=O)cc1
 : 18%	7%	36%	0.6%	-2%	-1.2	0.2%	2.3%	-6%	82
> CSc1ccccc1OCc1cc(C(=O)N2CCc3sccc3C2)no1
 : -6%	0%	-9%	-0.2%	-14%	3.3	-0.1%	-2.6%	5%	82
> CC(C)[C@H](NC(=O)OCc1ccccc1)C(=O)OCC(=O)Nc1c(F)cccc1F
 : -31%	2%	5%	0.3%	-10%	-1.6	3.0%	-3.8%	-6%	53
> Cc1ccccc1S(=O)(=O)Cc1ccc(C(=O)NCCN2CCN(Cc3ccccc3)CC2)o1
 : ·	12%	16%	-0.2%	-11%	-0.7	0.9%	-1.5%	3%	52
> CCOCCOc1nc2c(c(=O)n(C)c(=O)n2C)n1Cc1ccc(C)cc1
 : 10%	-4%	-2%	1.2%	0%	1.5	0.2%	-4.8%	-15%	90
> O=C(N/N=C1\CC2CC=CC12)c1ccc(O)cc1 (stereo not drawn)
 : -42%	2%	-24%	0.2%	-10%	0.6	-3.3%	-0.1%	0%	45
> CC(C)OC(=O)c1cc(C(=O)c2cc(Cl)ccc2O)coc1=N
 : -11%	4%	-23%	-0.3%	-17%	-0.2	-1.8%	-4.4%	5%	56
> COc1cccc(C(C(=O)NC2CCCCC2)N(C(=O)c2ccco2)c2ccc(-n3cnnn3)c(C)c2)c1 (stereo not drawn)
 : -19%	-5%	-5%	0.1%	-15%	1.9	1.9%	0.1%	4%	67
> CCNC(=S)NNc1nc(N2CCOCC2)nc(N2CCOCC2)n1
 : -31%	7%	-20%	-0.4%	-7%	1.6	-0.4%	-2.4%	65%	44
> O=C(Nc1nc2ccc(S(=O)(=O)N3CCCCC3)cc2s1)C1CCCO1 (stereo not drawn)
 : ·	-2%	-8%	-0.1%	13%	-0.5	-3.6%	-2.3%	-4%	75
> O=C(OCc1nc2ccccc2s1)c1cccs1
 : -15%	2%	10%	-0.1%	0%	-4.6	-0.2%	-0.1%	-12%	86
> Cc1cccc(C)c1-n1c(C)nn(CCOc2ccccc2)c1=O
 : -30%	-3%	19%	0.3%	-19%	-0.6	-0.6%	-1.1%	0%	68
> Cc1ccc(CNC(=O)c2nnc(Cc3ccc(Cl)cc3)o2)cc1
 : 2%	7%	28%	-0.2%	-5%	0.8	-0.3%[50 µM]	-4.9%	6%	57
> Cc1ccc(-c2nnn(CC(=O)Nc3ccccc3N3CCOCC3)n2)cc1
 : -9%	-1%	4%	-0.2%	-3%	3.4	1.2%	0.9%	8%	32
> O=C(c1ccc(F)cc1)N1CCC(N2CCCCCC2)CC1
 : 20%	11%	-96%	-0.2%	-7%	-1.3	0.0%	4.9%	8%	81
> O=C(Nc1ccccc1)c1ccc(S(=O)(=O)Nc2cccc(O)c2)cc1
 : 0%	6%	4%	0.5%	0%	-0.5	1.1%[50 µM]	-2.4%	-6%	48
> Nc1[nH][nH]c(=O)c1N=Nc1cccc(Cl)c1
 : -4%	9%	10%[20 µM]	-0.1%	7%	0.3	1.3%	-3.7%	5%	48
> CCn1c(=O)c(CCC(=O)NCC2CCCO2)c(C)c2c(C)nn(-c3ccccc3)c21 (stereo not drawn)
 : 4%	7%	-6%	-0.2%	4%	9.7	-0.1%	2.2%	11%	59
> CCN(CC)CC(=O)Nc1ccc(-c2nc3cc(NC(=O)CN(CC)CC)ccc3o2)cc1
 : -21%	25%	5%	0.0%	-1%	0.7	-0.1%	-6.8%	18%	43
> O=C(Cc1ccc(Cl)cc1)Nc1cc(S(=O)(=O)N2CCOCC2)ccc1N1CCCC1
 : 6%	0%	-21%	0.2%	0%	0.8	-1.8%	2.9%	3%	26
> O=C(Oc1cccc(-n2cnnn2)c1)C1CCCCC1
 : 1%	7%	3%	-0.2%	5%	17	-0.1%	11%	5%	102
> CSCC[C@H](NC(=O)Cc1c(C)c2c(cc(C)c3c(C)c(C)oc32)oc1=O)C(=O)O
 : -2%	16%	0%	0.0%	5%	-0.7	-0.5%[50 µM]	-2.0%	6%	96
> CC(C)(C)n1nnnc1CN1CCN(C(c2ccccc2)c2ccccc2)CC1
 : 22%	3%	9%	0.3%	27%	-2.0	0.7%	-4.1%	13%	56
> CC(C)(C)NC(=O)COC(=O)CNC(=O)c1cc(Cl)cc([N+](=O)[O-])c1
 : 1%	0%	9%	-0.1%	-2%	0.3	0.1%	-3.7%	-8%	79
> Cc1ccc(-c2ccc(=O)n(CC(=O)NCCCN3CCCCC3)n2)cc1
 : 17%	4%	6%	-0.1%	-2%	1.7	6.2%	0.1%	0%	42
> O=S(=O)(NCCC1=CCCCC1)c1ccc(Br)cc1
 : 0%	8%	16%	-0.1%	-6%	3.2	-0.5%[50 µM]	1.2%	-3%	55
> COc1ccc(C)cc1S(=O)(=O)NC(C)C(=O)Nc1ccc2c(c1)OCO2 (stereo not drawn)
 : -2%	3%	-48%	-0.1%	4%	1.0	-0.4%	0.5%	4%	34
> COc1cc(C(=O)NCCN2CCOCC2)cc(OC)c1OC
 : -4%	1%	-1%	-0.1%	4%	-0.2	2.6%	-5.1%	9%	55
> O=C(Nc1ccc2c(c1)OCO2)C1CCN(C(=O)CSc2ncnc3ccccc23)CC1
 : 22%	10%	-12%	-0.2%	22%	4.3	0.7%	-4.6%	6%	83
> O=C(O)/C=C\c1cccc(-n2nnnc2SCc2ccccc2F)c1
 : 1%	-8%	-3%	0.0%	2%	-1.0	-0.2%	-3.3%	1%	51
> Cc1cc(C(=O)Nc2c(C)nn(Cc3ccc(Cl)cc3)c2C)no1
 : 6%	4%	14%	0.1%	-9%	0.0	-0.9%[50 µM]	-5.1%	-2%	62
> O=C(N1CCCC1)C12CC3CCC(CC(C3)C1)C2
 : -27%	5%	0%[20 µM]	-0.3%	-3%	1.8	-0.1%	-5.6%	-6%	41
> COc1cccc(/C=N/Nc2snc(SC)c2C#N)c1O
 : 36%	13%	-116%	0.1%	0%	10	9.3%	1.1%	-12%	49
> CC1CCCC(C)N1CCNC(=O)Nc1ccc(Cl)cc1 (stereo not drawn)
 : 2%	7%	25%	-0.1%	-15%	1.4	12%	3.6%	10%	75

# High-throughput results deposited in PubChem by several laboratories.
